High-throughput results as filed in PubChem.
PKA-R2B act = PKA-R2B complex activation; activation, % at 11.4 µM; actives 0.079% (n = 340,000); PKA-R2B holoenzyme dissociation, Cy5-IP20 fluorescence polarization; R2B truncated from residue 108, S112A mutant; 0% DMSO only, 100% 113 µM cGMP; P22694+P31323;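 active means activation above a cutoff set at the mean over all compounds plus 3 SD, cut at about 18% in these data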;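 further: higher means more holoenzyme dissociation and a rise in polarization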
Target sequence (P31323 whole entry, looked up, other chains not shown, the tested form may be a part): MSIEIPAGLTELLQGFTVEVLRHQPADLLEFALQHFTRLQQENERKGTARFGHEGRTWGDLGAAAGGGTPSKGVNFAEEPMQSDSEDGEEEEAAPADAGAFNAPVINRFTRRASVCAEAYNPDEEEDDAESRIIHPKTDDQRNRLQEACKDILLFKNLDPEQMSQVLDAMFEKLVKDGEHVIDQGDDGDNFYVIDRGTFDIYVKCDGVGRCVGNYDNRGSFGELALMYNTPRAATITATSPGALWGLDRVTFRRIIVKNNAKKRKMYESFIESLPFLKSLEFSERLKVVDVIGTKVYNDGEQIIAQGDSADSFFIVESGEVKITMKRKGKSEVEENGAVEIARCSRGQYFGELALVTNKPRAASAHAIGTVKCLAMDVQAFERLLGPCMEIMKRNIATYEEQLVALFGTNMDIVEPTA
C-LANA FP = KSHV C-LANA DNA binding inhibition | MBP-C-LANA/FAM-LBS DNA binding, fluorescence polarization | inhibition, % at 9 µM | actives 0.078% (n = 340,000) | AID 504423;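 active means highest replicate inhibition at or above 60% at 9 µM, even if other replicates fall short; inactive means all replicates below 60% inhibition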;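 further: 0% = neutral control wells and 100% = 4 µM acridine orange control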
Keap1 Nrf2 FP = Keap1-Nrf2 (human) interaction inhibition. inhibition, % at 9.4 µM. Q14145. actives 0.15% (n = 340,000). Keap1 Kelch-Nrf2 peptide fluorescence polarization, 1536-well; in the data active means inhibition above about 12%;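 further: human Keap1 Kelch domain with fluorescein labeled Nrf2 9mer peptide probe; 0% = neutral control wells and 100% = peptide positive control; higher means more block of Keap1 binding to Nrf2 peptide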
SR-BI uptake up = activators of SR-BI mediated HDL lipid uptake; CHO ldlA[mSR-BI] cells, DiI-HDL uptake fluorescence, 3 h; 100 = double the neutral-control signal; activation, % at 12.5 µM; actives 0.096% (n = 320,000); AID 504775;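 active means mean replicate activation of at least 60% and every replicate at or above 60%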;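 further: 0% = median plate neutral-control signal and 100% = twice that signal; values of inactives mirror those of a sister screen read the other way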
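Material – SR-BI-overexpressing, LDLR-lacking CHO cells · Medium – BSA-supplemented, HEPES-buffered Ham's F12, pH 7.4 · Doses – single concentration · Times – compound with DiI-HDL co-incubation, 3 h at 37 °C · Measured by – bottom-read fluorescence, 550/595 nm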
Arr AP2 block = inhibitors of human beta-arrestin and AP2 interaction | FITC-arrestin peptide / GST-AP2 beads, flow cytometry; AP2 beta2 appendage carries R879A mutation | inhibition, % at 10 µM | actives 0.31% (n = 340,000);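 active means inhibition above a set limit, near 3 SD of compounds lacking own fluorescence, cut at about 54% in these data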;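 further: plate controls were DMSO wells for no effect and 5 µM unlabelled arrestin peptide for full effect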
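test system = AP2 appendage R879A on GSH beads | buffer or medium = PBS plus Tween 20 (0.05%) and BSA (0.1%) | incubation = 12 min plus 1 h, RT | detection = bead flow cytometry, FITC channel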
SR-BI DiI inh = blocks mouse SR-BI lipid uptake from DiI-HDL; Q61009; ldlA[mSR-BI] CHO cells, DiI-HDL uptake fluorescence, 3 h; inhibition, % at 12.5 µM; actives 0.96% (n = 320,000);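 active means mean replicate inhibition of at least 70% and a set share of replicates each scoring 70 or more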;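 further: 0% = median of neutral control wells and 100% = median of positive control wells; values of inactives mirror those of a sister screen read the other way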
PvdQ inh = P. aeruginosa PvdQ acylase inhibition | actives 0.063% (n = 340,000) | inhibition, % at 10 µM | purified PvdQ acylase, fluorescence plate reader; in the data active means inhibition above about 30%, passing the limit was not always enough;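 further: 0% = vehicle neutral wells and 100% = reference inhibitor wells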
RTF Ca sens inh = cardiac RTF calcium desensitization. IANBD-labeled cardiac RTF, Ca2+ fluorescence. P19429+P45379. actives 0.12% (n = 340,000). inhibition, % at 7.15 µM;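 active means inhibition above the mean inhibition of all tested compounds plus 3 SD, cut at about 17% in these data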;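 further: assay run at fixed EC70 calcium of 1.6 mM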
DAGLB inh = blocks human DAGLB lipase activity. HEK293T DAGLB membrane lysate, EnzChek fluorogenic substrate. inhibition, % at 5.17 µM. actives 0.059% (n = 340,000). AID 504411; in the data active means inhibition above about 34%;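 further: 0% = enzyme with vehicle and 100% = wells lacking enzyme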
Target sequence (Q8NCG7 whole entry, looked up): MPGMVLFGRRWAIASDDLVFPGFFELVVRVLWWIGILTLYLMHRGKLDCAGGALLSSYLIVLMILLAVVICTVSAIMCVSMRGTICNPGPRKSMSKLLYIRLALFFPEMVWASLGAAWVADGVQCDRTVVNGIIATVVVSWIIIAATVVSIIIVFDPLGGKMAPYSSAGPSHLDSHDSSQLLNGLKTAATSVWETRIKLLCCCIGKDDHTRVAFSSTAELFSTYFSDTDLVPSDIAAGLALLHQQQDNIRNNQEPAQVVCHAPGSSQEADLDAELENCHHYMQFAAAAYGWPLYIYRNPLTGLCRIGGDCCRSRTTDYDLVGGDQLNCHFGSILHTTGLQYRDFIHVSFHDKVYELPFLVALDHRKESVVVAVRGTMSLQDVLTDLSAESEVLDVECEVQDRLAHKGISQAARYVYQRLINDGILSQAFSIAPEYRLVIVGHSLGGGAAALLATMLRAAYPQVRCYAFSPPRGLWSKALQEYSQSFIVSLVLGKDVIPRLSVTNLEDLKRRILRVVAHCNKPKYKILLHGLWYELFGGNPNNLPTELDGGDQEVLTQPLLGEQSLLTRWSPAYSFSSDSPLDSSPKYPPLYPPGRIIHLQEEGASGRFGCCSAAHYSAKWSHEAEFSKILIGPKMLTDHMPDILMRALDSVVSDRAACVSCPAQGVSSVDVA
NSD2 HMT inh = blocks human histone methyltransferase NSD2. actives 0.54% (n = 310,000). inhibition, % at 12.5 µM. NSD2 peptide methylation, AlphaScreen, 120 min; in the data active means inhibition above about 50%
* hit, by the source's call; / = not tested or not shown.

SMILES	PKA-R2B act	C-LANA FP	Keap1 Nrf2 FP	SR-BI uptake up	Arr AP2 block	SR-BI DiI inh	PvdQ inh	RTF Ca sens inh	DAGLB inh	NSD2 HMT inh
Cn1c(SCC(=O)C(C)(C)C)nnc1-c1ccccn1	12	-0.1	4	26	-1	-26	1	-6	3	-1
COC(=O)c1ccc(NC(=O)Cn2c(-c3nonc3N)nc3ccccc32)cc1	3	1.5	2	/	14	/	-16	-4	-2	-1
CCOC(=O)CS(=O)(=O)c1nc(-c2ccc(F)cc2)cc(C(F)(F)F)n1	-4	0.6	-3	-20	13	20	-4	-6	-10	/
CC(=O)Nc1ccc(Nc2nnc(-c3ccc(C)c(S(=O)(=O)NCCO)c3)c3ccccc23)cc1	5	0.6	-4	-31	30	31	-3	-8	0	-5
CC(OC(=O)c1ccc2noc(-c3ccccc3)c2c1)C(N)=O (centres undefined)	2	2.0	5	4	-12	-4	2	6	1	-2
C=CCc1ccc(OCC(O)CN2CCCCC2)c(OC)c1 (centres undefined)	-7	1.5	-5	15	-2	-15	-8	0	-1	6
CSc1nc(N)nc2c1ncn2CC(=O)NCCCc1ccccc1	-3	-1.2	-3	18	5	-18	0	-7	-1	/
Cc1ccc(CNC(=O)COC(=O)C2CCN(S(=O)(=O)c3cccs3)CC2)cc1	-2	-0.7	-4	15	-8	-15	-7	6	-1	-7
O=C(c1ccc2c(c1)CCN2S(=O)(=O)c1ccccc1)N1CCN(c2ccc(F)cc2)CC1	-4	2.3	0	8	-8	-8	6	-3	-5	1
COCCCn1c(SCC(=O)Nc2oc(C)c3c(C)n[nH]c(=O)c23)nc2ccccc2c1=O	-6	-0.7	-7	0	1	0	-11	-1	4	0
CC(=O)N1CCN(c2ccccc2NC(=O)COc2ccccc2C)CC1	1	0.6	-4	-17	25	17	1	4	0	9
N#Cc1ccc(CSc2nnc(-c3cccnc3)n2-c2ccccc2)cc1	0	-1.5	-4	-2	4	2	-6	0	1	1
COc1ccc2nc(NC(=O)CCc3ccc(OC)c(OC)c3)sc2c1	4	0.6	0	-69	8	69	-5	-7	-1	-2
CCCCCCNC(=O)CSc1nccn1Cc1ccccc1	1	0.7	-5	-3	-6	3	5	-6	-1	12
O=C(NCCN1CCOCC1)c1ccc(CSCc2cccc(Cl)c2)o1	-3	-0.2	-7	/	9	/	-7	-17	-1	2
Cc1cc(N2CCCC2)nc2c(C)cccc12	5	1.6	4	-7	3	7	2	-11	-3	3
O=C(NC1CCC(O)CC1)c1cc(-c2ccc(Cl)cc2)nc2ccccc12 (centres undefined)	-1	0.2	2	-77	-10	77*	-8	-5	-3	-1
COc1ccccc1C(CNC(=O)c1ccc(C)c(S(=O)(=O)N2CCCCC2)c1)N(C)C (centres undefined)	-12	-2.5	-6	-28	2	28	-16	-7	0	2
CCC(C)NC(=O)c1ccc(NC(=O)CC2SC(N3CCCC3)=NC2=O)cc1 (centres undefined)	-3	-2.0	2	1	8	-1	1	3	-8	-1
C=CCn1c(SCC(=O)Nc2cc(C)on2)nc2c([nH]c3ccccc32)c1=O	4	-1.1	-3	7	-4	-7	-6	2	-2	-1
Cc1ccc(NC(=O)c2cc(=O)[nH]c3ccc(S(=O)(=O)N4CCOCC4)cc23)nc1	1	1.4	4	1	-10	-1	-9	-12	1	0
CCOc1cc(CN2CCCC(N3CCc4ccccc4C3)C2)ccc1O (centres undefined)	5	0.2	-8	0	7	0	-19	-3	-1	15
CCCc1nnn(S(=O)(=O)c2ccc([N+](=O)[O-])cc2)c1CCC	-4	3.9	-2	6	3	-6	-14	2	-3	5
CCN(CC)S(=O)(=O)c1ccc(OC)c(NS(=O)(=O)c2ccc(F)cc2)c1	-4	1.4	-2	/	8	/	-5	-4	0	-5
N/C(=N\OC(=O)c1ccc2c(c1)OCO2)c1cccc(Br)c1	-1	-0.5	4	6	17	-6	-14	-6	-11	-4
O=C(CNC(=O)Cc1ccccc1)N=Nc1c(O)[nH]c2ccccc12	9	-2.4	-1	5	-1	-5	-7	5	0	16
CCOc1cc(/C=N/n2c(C)nc3ccccc3c2=O)ccc1O	20*	1.2	2	/	24	/	-3	-13	-1	-5
COc1ccc(C2=NOC(C(=O)NC3CCCCC3)C2)cc1OC (centres undefined)	2	2.3	-7	-5	6	5	-11	-2	1	0
Cc1ccc(NC(=O)COC(=O)c2cc(=O)c3ccccc3o2)c(Br)c1	-3	-0.3	-1	/	-2	-8	1	-7	-4	-3
Cc1ccccc1CN(c1ccc(C(=O)N2CCCC2)cc1)S(C)(=O)=O	2	0.0	-8	-30	7	30	-26	-6	2	1
COc1ccc(N=C2SC(CC(=O)Nc3ccccc3)C(=O)N2Cc2ccco2)cc1 (centres undefined)	-1	-0.8	6	9	9	-9	10	-1	-3	3
CCOC(=O)Cc1csc(SCC(=O)Nc2nccs2)n1	-11	1.1	-5	-9	-4	9	-21	0	1	/
O=C1CC(NS(=O)(=O)c2ccc([N+](=O)[O-])cc2)CN1c1ccc(Cl)cc1 (centres undefined)	-13	-0.8	-9	12	-2	-12	-24	1	2	-1
COc1ccc(N2CCN(C(=O)CN3C(=O)NC(C)(c4ccc5ccccc5c4)C3=O)CC2)cc1 (centres undefined)	-2	-1.6	-2	-55	13	55	-3	-5	5	5
CC(=O)C1=C(O)C(=O)N(CCO)C1c1ccccc1 (centres undefined)	3	2.4	-4	/	2	/	4	-12	1	1
CCOc1cc2c(cc1OCC)C(c1ccccc1OC)OC(=O)C2 (centres undefined)	2	0.7	4	34	15	-34	8	-1	0	-4
COC(=O)c1c(C)[nH]c(C=Nc2ccc(OC)cc2)c1C	-6	-28	4	22	21	-22	-7	-2	3	12
CNC(=O)COC(=O)c1ccc(OCC(=O)Nc2ccccc2OC)c(OC)c1	1	0.1	0	-21	-10	21	-15	-10	-2	-3
Cc1ccccc1N1CCN(C(=O)c2ccc(Oc3ccc(C(F)(F)F)cn3)cc2)CC1	-10	0.0	-4	-5	-4	5	10	0	-14	-4
Cc1ccc(C(=O)C(C)OC(=O)c2ccccc2[N+](=O)[O-])cc1 (centres undefined)	-7	-0.5	-3	7	12	-7	4	1	-3	0
CC(=O)Nn1cnc2c(c1=O)C1(CCCCC1)Cc1ccccc1-2	1	-0.6	1	-8	2	8	-15	0	0	2
CC12CCC(=O)N1C(C(=O)Nc1cc(Cl)ccc1N1CCCC1)CS2 (centres undefined)	-3	3.3	3	-19	16	19	-3	-2	-2	2
O=C(CCC(=O)N1CCOc2ccccc21)N1CCN(c2ccccc2)CC1	-5	1.0	4	14	12	-14	-3	-4	0	/
COc1ccc([C@H]2[C@@H](C#N)[C@H](C#N)N3CCCN23)cc1	-7	-1.1	4	-2	-1	2	-6	-9	-1	-5
CCC(C)Nc1nc(C)nc2c1oc1ccccc12 (centres undefined)	-7	-0.8	-3	5	-26	-5	-10	-3	1	0
Cc1onc(-c2ccccc2Cl)c1C(=O)N1CCN(C)CC1	4	0.3	1	2	16	-2	-6	11	-2	8
CCCCN(C)C(=O)c1nc2ccccn2c1CN1CCC[C@H]1C(=O)OC	-2	2.5	1	3	7	-3	0	1	1	/
Cc1ccsc1C(=O)OC(C)C(=O)Nc1ccc(Cl)cn1 (centres undefined)	-5	-1.1	-7	-17	-4	17	-23	3	-4	-3
CC(C(=O)Nc1cccnc1)c1ccc([N+](=O)[O-])cc1 (centres undefined)	10	1.1	3	10	9	-10	6	-3	-3	-2
Cc1ccccc1-c1ccc(=O)n(CC(=O)Nc2ccc(C(=O)N3CCCC3)cc2)n1	3	-0.9	-7	-7	-2	7	5	4	1	-5
O=C(NCCCn1ccnc1)c1ccccc1F	-4	1.0	2	4	-2	-4	-1	1	0	-2
CCNCCNC(=O)c1c(O)c2c([nH]c1=O)CCCC2	-12	0.0	-6	6	6	-6	-6	13	1	21
c1ccc(-n2c(Cc3cccnc3)nc3cnccc32)cc1	-5	-1.1	0	24	8	-24	3	6	-2	-1
CC(=O)Nc1ccc(CN2CCCC(CO)(Cc3ccccc3C)C2)cc1 (centres undefined)	9	-1.2	-6	13	6	-12	-14	5	-1	2
Cn1nc(C(=O)Nc2ccc(Br)cc2)cc1C(=O)Nc1ccc(Br)cc1	5	1.5	1	4	36	-4	2	3	-3	-3
C/C(N)=C(/C#N)C(=O)CSc1nc2scc(-c3ccc(F)cc3)c2c(=O)n1C	-5	0.5	1	-42	36	42	-4	-12	0	-8
CCCCN(C(=O)c1cc(S(=O)(=O)N2CCCCCC2)ccc1OC)c1c(N)n(CCC)c(=O)[nH]c1=O	7	0.3	-3	10	14	-10	4	-13	-4	0
Cc1cc(Br)c(NC(=O)CCl)c(Br)c1	-7	2.0	5	6	21	-6	-10	-6	1	/
O=C(O)/C=C/C(=O)Nc1ccc2c(c1)NC(=O)CO2	-6	-0.2	3	18	-28	-18	-11	1	0	-2
O=c1cc(CSc2ccc(Cl)cc2)nc(-c2ccccn2)[nH]1	3	0.1	4	-7	-3	7	-14	0	3	2

Given as labelled records: part of the list above
COCCCn1c(SCC(=O)Nc2oc(C)c3c(C)n[nH]c(=O)c23)nc2ccccc2c1=O
  PKA-R2B act: -6 | C-LANA FP: -0.7 | Keap1 Nrf2 FP: -7 | SR-BI uptake up: 0 | Arr AP2 block: 1 | SR-BI DiI inh: 0 | PvdQ inh: -11 | RTF Ca sens inh: -1 | DAGLB inh: 4 | NSD2 HMT inh: 0
CC(=O)N1CCN(c2ccccc2NC(=O)COc2ccccc2C)CC1
  PKA-R2B act: 1 | C-LANA FP: 0.6 | Keap1 Nrf2 FP: -4 | SR-BI uptake up: -17 | Arr AP2 block: 25 | SR-BI DiI inh: 17 | PvdQ inh: 1 | RTF Ca sens inh: 4 | DAGLB inh: 0 | NSD2 HMT inh: 9
N#Cc1ccc(CSc2nnc(-c3cccnc3)n2-c2ccccc2)cc1
  PKA-R2B act: 0 | C-LANA FP: -1.5 | Keap1 Nrf2 FP: -4 | SR-BI uptake up: -2 | Arr AP2 block: 4 | SR-BI DiI inh: 2 | PvdQ inh: -6 | RTF Ca sens inh: 0 | DAGLB inh: 1 | NSD2 HMT inh: 1

(continued)
SMILES	PKA-R2B act	C-LANA FP	Keap1 Nrf2 FP	SR-BI uptake up	Arr AP2 block	SR-BI DiI inh	PvdQ inh	RTF Ca sens inh	DAGLB inh	NSD2 HMT inh
O=[N+]([O-])c1cccc(COc2ncnc3cc([N+](=O)[O-])ccc23)c1	-9	0.1	0	-4	-13	4	-1	-8	5	0
CC(=O)Cn1cnc2c(cnn2-c2ccc(C)c(C)c2)c1=O	-4	-0.9	-1	-14	-11	14	-17	-12	-3	2
CCCCC(=O)OCC(=O)c1[nH]c(C)c(C(C)=O)c1C	-2	-0.1	0	9	-3	-9	2	-4	1	2
CCOc1ccc(CCNS(=O)(=O)c2cn(C)cn2)cc1OCC	-7	2.5	-5	-2	-4	2	-4	-8	3	3
O=C(CCl)Nc1cccc(S(=O)(=O)NC2=NCCC2)c1	-8	-0.5	-1	13	7	-13	2	-1	-2	-1
COc1ccc(OCCNC(=O)/C=C/c2ccc([N+](=O)[O-])cc2)cc1	-4	2.4	-1	18	-5	-18	-9	6	1	3
CC1CCN(S(=O)(=O)c2ccc(NC(=O)CSc3ncccc3C(=O)O)cc2)CC1	-6	0.1	4	-4	-9	4	7	-2	6	/
